AmpC detergent – inhibitors of E. coli AmpC beta-lactamase with detergent | AmpC hydrolysis of nitrocefin, absorbance 480 nm, 0.01% Triton | P00811 | Potency, µM (top dose mostly 114 µM), without a hit: at the highest dose activity change, negative = inhibition, actives largely listed as inhibitors | AID 485294 | hit rate 0.041% among 370,000;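 further: potency means the concentration at half of the fitted maximal effect; 0% = no-compound wells and -100% = no-enzyme wells; nearly all actives have a fitted effect of over 25% in size; some results filed as inactive show a strong effect at the top dose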
Target sequence (P00811 whole entry, looked up): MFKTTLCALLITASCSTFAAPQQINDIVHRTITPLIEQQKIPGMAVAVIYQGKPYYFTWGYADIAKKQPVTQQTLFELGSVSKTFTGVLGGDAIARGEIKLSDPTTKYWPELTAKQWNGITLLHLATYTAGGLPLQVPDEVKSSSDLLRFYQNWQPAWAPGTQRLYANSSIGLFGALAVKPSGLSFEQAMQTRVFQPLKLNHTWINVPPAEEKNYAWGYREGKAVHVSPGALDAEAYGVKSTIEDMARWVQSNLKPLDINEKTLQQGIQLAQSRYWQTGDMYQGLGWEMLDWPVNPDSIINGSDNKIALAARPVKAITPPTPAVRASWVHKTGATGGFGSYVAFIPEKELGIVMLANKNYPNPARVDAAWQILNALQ
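20 mM phosphate pH 7.0 + 0.01% (detergent screen) or 0.0001% Triton X-100; 5.3 nM AmpC reagent; cpd preinc 15 min RT; nitrocefin (800 uM stock) to start; A480 q20 s × 4 min; Activity was normalised to no-enzyme and no-compound control wells.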
HCMV inh – inhibitors of human cytomegalovirus | HFF cells, HCMV-luciferase reporter, 72 h; stronger effect = lower value | hit rate 4.5% among 410,000 | activity change, negative = inhibition, % at 57.5 µM; in the data active means activity change below about -60%; inconclusive means no clear call, values can overlap the other calls; inactive means above about -39%
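Two-dose cell screen: HFF monolayers treated with compounds and infected with luciferase-expressing HCMV at 1 PFU/cell, 72 h at 37C, then lysed for luciferase measurement.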
AmpC inh no detg – AmpC beta-lactamase inhibition without detergent; AID 485341; AmpC nitrocefin hydrolysis, absorbance 480 nm, 0.0001% Triton; P00811; Potency, µM (doses to about 57.1 µM), for inactives: at the highest dose activity change, negative = inhibition, actives largely listed as inhibitors; hit rate 0.52% among 330,000;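 further: potency means the concentration at half of the fitted maximal effect; plate controls were no compound for no effect and no enzyme for full effect; nearly all actives have a fitted effect of over 20% in size; some results filed as inactive show a strong effect at the top dose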
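AmpC (5.3 nM in the dispensed reagent) in 20 mM phosphate pH 7.0 with 0.01% (detergent screen) or 0.0001% Triton X-100 was preincubated with compounds for 15 min at room temperature. Nitrocefin was then added from an 800 uM solution, and hydrolysis was followed at 480 nm.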
Giardia FBPA inh – blocks Giardia fructose-bisphosphate aldolase activity; A8B2U2; purified Giardia FBPA; Potency, µM (titrated, usually from 59.6 µM), inactives show top-dose activity, negative = inhibition, usual class: inhibitors; hit rate 0.71% among 290,000; further: potency means the concentration at half of the fitted maximal effect; nearly all actives have a fitted effect of over 55% in size
Target sequence (A8B2U2 whole entry, looked up): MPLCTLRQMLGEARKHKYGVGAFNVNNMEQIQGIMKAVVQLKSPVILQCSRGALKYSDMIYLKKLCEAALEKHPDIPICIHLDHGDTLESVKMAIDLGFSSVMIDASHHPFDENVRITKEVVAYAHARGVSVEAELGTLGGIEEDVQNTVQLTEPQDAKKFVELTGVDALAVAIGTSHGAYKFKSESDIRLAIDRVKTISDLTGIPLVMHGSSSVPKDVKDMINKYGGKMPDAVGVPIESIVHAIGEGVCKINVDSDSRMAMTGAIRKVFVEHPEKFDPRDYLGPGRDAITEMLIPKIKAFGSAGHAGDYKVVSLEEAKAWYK
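Giardia FBPA (40 nM reagent) was preincubated 10 min at RT with compound (up to 57.5 uM final), then substrate plus GAPDH/TPI/NAD/arsenate coupling system with diaphorase/resazurin was added; resorufin fluorescence (525/598 nm) was read after 20 min.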
Sm TGR block – blocks Schistosoma mansoni thioredoxin glutathione reductase; Q962Y6; purified TGR, DTNB reduction, TNB absorbance 405 nm; hit rate 3% among 360,000; Potency, µM (highest dose often 114 µM), for the others: top-dose activity change, negative = inhibition, most hits filed as inhibitors; further: potency means the concentration at half of the fitted maximal effect; nearly all actives have a fitted effect of over 60% in size
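TGR 20 nM + NADPH 100 uM (dispensed conc.), cpd preinc 15 min RT; start with NADPH (500 uM addition) then DTNB (15 mM addition). Kinetic TNB absorbance, 405 nm filter. Four-parameter Hill fit across titration.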
HCV inh – blocks hepatitis C virus | AID 651820 | Potency, µM (top dose mostly 41.8 µM), inactives show at the top dose activity change, negative = inhibition, actives largely listed as inhibitors | hit rate 3.4% among 340,000 | Huh7.5.1 HCVcc-Cre infection, luciferase reporter, 44 h; further: potency means the concentration at half of the fitted maximal effect
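After 44 h co-culture of compound, cells and HCVcc-Cre (~0.5 moi), substrate is added for 15 min at room temperature and luciferase measured over 15 sec. Cells were seeded at 1,000/well and pre-cultured 4 h.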
An asterisk follows results filed as active; [ ] = dose if it differs, or a comment. Unless noted, the call rests on the fitted dose curve; in most records, active means well fitted curve in the direction sought with a large enough effect; inconclusive means small, poorly fitted or top-dose-only effect, or another doubt; inactive means no such curve, though single readings can be large; an effect the other way counts as inactive or inconclusive. Unless noted, on the % scale 0 is the no-effect control and ±100 the full control effect.

What do the screens show for `CN(C)C(CNC(=O)CSc1nc2ccccc2c(=O)n1Cc1ccco1)c1ccccc1` (configuration not stated)?
AmpC detergent: -7%; HCMV inh: -38; AmpC inh no detg: 38%; Sm TGR block: -27%; HCV inh: 1%

How did CC(=O)Nc1nnc(-c2c(-c3c(Cl)cccc3Cl)noc2C)o1 do in these assays?
AmpC detergent: 3%; HCMV inh: -27; AmpC inh no detg: -12%; Giardia FBPA inh: -12%; Sm TGR block: 3%; HCV inh: -9%

Results for Cc1cc(C(=O)N2CCCC(C(=O)c3cc(F)ccc3F)C2)c(C)o1 (configuration not stated) ?
AmpC detergent: 11%; HCMV inh: 0; AmpC inh no detg: -9%; Giardia FBPA inh: 4%; Sm TGR block: inconclusive; HCV inh: 9%

How did CC(=O)Nc1ccc(S(=O)(=O)N2CCC(C(=O)NCc3ccco3)CC2)cc1 do in these assays?
AmpC detergent: -9%; HCMV inh: -17; AmpC inh no detg: -9%; Sm TGR block: -16%; HCV inh: -6%

Results for Cc1ccc2nc(-c3cccc(NC(=O)c4ccc(Br)o4)c3)oc2c1 ?
AmpC detergent: 4%; HCMV inh: 40; Sm TGR block: -18%

What do the screens show for `CCc1ccccc1NC(=S)N1CCN(c2ccccn2)CC1`?
AmpC detergent: inconclusive; HCMV inh: -102*; AmpC inh no detg: -33%; Giardia FBPA inh: -10%; Sm TGR block: 0%; HCV inh: 5%

What do the screens show for `CN1CCCN(C(=O)/C=C/c2ccc(Cl)cc2Cl)CC1`?
AmpC detergent: 2%; HCMV inh: -62*; AmpC inh no detg: 3%; Giardia FBPA inh: -6%; Sm TGR block: 14%; HCV inh: inconclusive

How did C=CCn1c(SCC(=O)NC2CCS(=O)(=O)C2)nnc1-c1ccc(Cl)cc1 (configuration not stated) do in these assays?
AmpC detergent: -3%; HCMV inh: -15; AmpC inh no detg: 2%; Sm TGR block: -4%; HCV inh: -10%

What do the screens show for `Cc1nc(N2CCOCC2)nc2c1CCC2`?
AmpC detergent: inconclusive; HCMV inh: -24; AmpC inh no detg: 3%; Giardia FBPA inh: 1%; Sm TGR block: -13%; HCV inh: 18%

Results for O=C(CN1CCCN(S(=O)(=O)c2ccc(F)cc2)CC1)Nc1ccccc1Br ?
AmpC detergent: -15%; HCMV inh: -23; AmpC inh no detg: -1%; Giardia FBPA inh: -3%; Sm TGR block: inconclusive; HCV inh: inconclusive

How did CC(C)(O)CC[C@H](OC(=O)c1ccccc1)[C@](C)(O)[C@H]1CC[C@@]2(O)C3=CC(=O)[C@@H]4C[C@@H](O)[C@H](O)C[C@]4(C)C3CC[C@]12C (some centres not stated) do in these assays?
AmpC detergent: 0%; HCMV inh: inconclusive; AmpC inh no detg: 179%[activator]; Giardia FBPA inh: 4%; Sm TGR block: -3%; HCV inh: 9%

What do the screens show for `Cc1ccc(C)c(N2CCN(CCCNc3ncnc4onc(-c5ccc(Cl)cc5)c34)CC2)c1`?
AmpC detergent: -4%; HCMV inh: -13; Sm TGR block: -2%

How did COc1ccc(OCc2nn3c(-c4ccccn4)nnc3s2)cc1 do in these assays?
AmpC detergent: 5%; HCMV inh: 27; AmpC inh no detg: -12%; Giardia FBPA inh: -3%; Sm TGR block: -1%; HCV inh: -3%

Results for COc1cccc(CN(C)C(=O)c2cc(COc3ccc(-n4cncn4)cc3)on2)c1 ?
AmpC detergent: -5%; HCMV inh: -31; AmpC inh no detg: 96%[activator]; Giardia FBPA inh: 21%; Sm TGR block: -16%; HCV inh: inconclusive

What do the screens show for `CS(=O)(=O)N1CCN(c2cccc(Cl)n2)CC1`?
AmpC detergent: 2%; HCMV inh: -27; AmpC inh no detg: -8%; Giardia FBPA inh: 4%; Sm TGR block: -5%; HCV inh: 10%

Results for COc1cc(NC(=O)C2CC(c3cccc(Br)c3)=NO2)cc(OC)c1OC (configuration not stated) ?
AmpC detergent: -3%; HCMV inh: 15; AmpC inh no detg: 111%[activator]; Giardia FBPA inh: 0%; Sm TGR block: 15%; HCV inh: -21%

Results for COc1ccccc1N1CCN(C(=O)c2ccc(NC(C)=O)cc2)CC1 ?
AmpC detergent: -8%; HCMV inh: 56; AmpC inh no detg: -11%; Giardia FBPA inh: 2%; Sm TGR block: -32%; HCV inh: -6%

How did Cc1cc(-c2nc3ncccc3o2)ccc1NC(=O)COc1ccc(C(C)(C)C)cc1 do in these assays?
AmpC detergent: 11%; HCMV inh: 27; Sm TGR block: -2%

How did CC(Sc1nnc(COc2ccccc2)n1-c1ccccc1)C(=O)O (configuration not stated) do in these assays?
AmpC detergent: -12%; HCMV inh: -4; AmpC inh no detg: -17%; Giardia FBPA inh: 11%; Sm TGR block: -4%; HCV inh: 3%

What do the screens show for `Cc1ccc(C)c(NC(=O)c2cc[n+](C)cc2)c1`?
AmpC detergent: -1%; HCMV inh: 20; AmpC inh no detg: -8%; Giardia FBPA inh: 9%; Sm TGR block: -5%; HCV inh: -1%

Results for Cc1ccccc1OCC(=O)N(CC(C)C)c1c(N)n(CC(C)C)c(=O)[nH]c1=O ?
AmpC detergent: 9%; HCMV inh: -23; AmpC inh no detg: -10%; Giardia FBPA inh: 1%; Sm TGR block: 22%; HCV inh: 17%

How did C/C=C/Cn1cccc(C(=O)Nc2ccc(OC)cc2)c1=O do in these assays?
AmpC detergent: inconclusive; HCMV inh: -28; AmpC inh no detg: -9%; Giardia FBPA inh: 2%; Sm TGR block: -6%; HCV inh: 2%

Results for COc1ccccc1C(O)Cc1nc2ccccc2n1C (configuration not stated) ?
AmpC detergent: -2%; HCMV inh: 5; AmpC inh no detg: -1%; Giardia FBPA inh: -2%; Sm TGR block: 19%; HCV inh: -13%

How did Cc1ccc(S(=O)(=O)c2c(C)nn(-c3ccccc3)c2OC(=O)c2ccccc2F)cc1 do in these assays?
AmpC detergent: 7%; HCMV inh: 4; Sm TGR block: 1%

Results for O=C(Nc1ccccc1)N1CC=C(c2ccc(F)cc2)CC1 ?
AmpC detergent: 1%; HCMV inh: 30; AmpC inh no detg: -37%; Giardia FBPA inh: inconclusive; Sm TGR block: -23%; HCV inh: inconclusive

How did O=C1NNC(c2ccccc2)=N/C1=C\c1ccco1 do in these assays?
AmpC detergent: -1%; HCMV inh: 15; AmpC inh no detg: 25%; Giardia FBPA inh: -18%; Sm TGR block: 20µM*; HCV inh: 6%

How did O=C(c1ccc2c3c(cccc13)CC2)C1CCCN(C(=O)c2cccnc2)C1 (configuration not stated) do in these assays?
AmpC detergent: 0%; HCMV inh: inconclusive; AmpC inh no detg: 146%[activator]; Giardia FBPA inh: -4%; Sm TGR block: -1%; HCV inh: -13%

What do the screens show for `CN(Cc1ccc(F)cc1)C(=O)C(c1ccccc1)c1ccccc1`?
AmpC detergent: -1%; HCMV inh: inconclusive; AmpC inh no detg: -9%; Giardia FBPA inh: 0%; Sm TGR block: -5%; HCV inh: -7%

How did Cc1cc(OCc2nnc(SCC(=O)OC3CCCCC3)o2)ccc1Cl do in these assays?
AmpC detergent: inconclusive; HCMV inh: -17; AmpC inh no detg: -28%; Giardia FBPA inh: -1%; Sm TGR block: 0%; HCV inh: 20%

What do the screens show for `O=c1c2c(-c3cccc([N+](=O)[O-])c3)ccnc2[nH]n1-c1ccccc1`?
AmpC detergent: -7%; HCMV inh: -19; AmpC inh no detg: -22%; Giardia FBPA inh: -19%; Sm TGR block: 10%; HCV inh: 21%

Next part (four carried over from the part before).
How did O=C(c1ccc2c3c(cccc13)CC2)C1CCCN(C(=O)c2cccnc2)C1 (configuration not stated) do in these assays?
AmpC detergent: 0%; HCMV inh: inconclusive; AmpC inh no detg: 146%[activator]; Giardia FBPA inh: -4%; Sm TGR block: -1%; HCV inh: -13%

What do the screens show for `CN(Cc1ccc(F)cc1)C(=O)C(c1ccccc1)c1ccccc1`?
AmpC detergent: -1%; HCMV inh: inconclusive; AmpC inh no detg: -9%; Giardia FBPA inh: 0%; Sm TGR block: -5%; HCV inh: -7%

How did Cc1cc(OCc2nnc(SCC(=O)OC3CCCCC3)o2)ccc1Cl do in these assays?
AmpC detergent: inconclusive; HCMV inh: -17; AmpC inh no detg: -28%; Giardia FBPA inh: -1%; Sm TGR block: 0%; HCV inh: 20%

What do the screens show for `O=c1c2c(-c3cccc([N+](=O)[O-])c3)ccnc2[nH]n1-c1ccccc1`?
AmpC detergent: -7%; HCMV inh: -19; AmpC inh no detg: -22%; Giardia FBPA inh: -19%; Sm TGR block: 10%; HCV inh: 21%

What do the screens show for `O=C(CN1C(=O)NC2(CCCCCCC2)C1=O)NC1CCCc2ccccc21` (configuration not stated)?
AmpC detergent: -11%; HCMV inh: 17; AmpC inh no detg: -41%; Giardia FBPA inh: 3%; Sm TGR block: -11%; HCV inh: 6%

How did Cc1cc(/C([O-])=C(/C(=S)Nc2ccc(F)cc2)[n+]2ccccc2)c(C)n1Cc1ccccc1Cl do in these assays?
AmpC detergent: inconclusive; HCMV inh: 22; AmpC inh no detg: 25%; Giardia FBPA inh: -11%; Sm TGR block: 3%; HCV inh: inconclusive

How did CC[C@]12c3[nH]c4cc(CCC(=O)N(C)C)ccc4c3CCN1C(=O)[C@@H](CC(=O)NCCCn1ccnc1)C[C@@H]2C(=O)N1CCN(C(=O)c2ccco2)CC1 do in these assays?
HCMV inh: 10; AmpC inh no detg: 58%; HCV inh: inconclusive

How did Cc1ccc(CNC(=O)CCNS(=O)(=O)c2ccc(Br)s2)cc1 do in these assays?
AmpC detergent: 3%; HCMV inh: -33; AmpC inh no detg: -20%; Giardia FBPA inh: 3%; Sm TGR block: -3%; HCV inh: 23%

Results for Cc1ccc(CNC(=O)Cc2ccc(NC3=NC4CS(=O)(=O)CC4S3)cc2)cc1 (configuration not stated) ?
AmpC detergent: -13%; HCMV inh: 33; AmpC inh no detg: -5%; Giardia FBPA inh: -14%; Sm TGR block: 0%; HCV inh: 18%

What do the screens show for `CSc1ccc(CN(C)C(=O)CNC(=O)CNS(=O)(=O)c2ccc(C)c(C)c2)cc1`?
AmpC detergent: -15%; HCMV inh: -31; AmpC inh no detg: 62%[activator]; Giardia FBPA inh: 9%; Sm TGR block: -1%; HCV inh: inconclusive

What do the screens show for `CCOC(=O)c1c(C)c(C(=O)NCCc2ccc(OC)cc2)c(C)n1C`?
AmpC detergent: -1%; HCMV inh: -3; Sm TGR block: 8%

How did Cc1ccc(C(=O)N2CCN(C(=O)c3ccc(C)cc3)C2)cc1 do in these assays?
AmpC detergent: -15%; HCMV inh: inconclusive; AmpC inh no detg: -10%; Giardia FBPA inh: 5%; Sm TGR block: 5%; HCV inh: 6%

Results for C/C(=N\NC(=O)c1ccc(CSc2nc(C)cc(C)n2)cc1)c1ccco1 ?
AmpC detergent: -9%; HCMV inh: -22; AmpC inh no detg: -33%[2.29 µM]; Giardia FBPA inh: -12%; Sm TGR block: 45µM*; HCV inh: -21%

How did Cc1nnc(SCC(=O)NCc2ccccc2)n1-c1ccccc1 do in these assays?
AmpC detergent: 5%; HCMV inh: 4; AmpC inh no detg: -6%; Giardia FBPA inh: 2%; Sm TGR block: 5%; HCV inh: 9%
